Glyco luc inh = blocks N-linked glycosylation in D54 reporter cells | reporter increase, % at 12.5 µM | D54 ERlucT glycosylation luciferase reporter, 24 h; percent of 100 nM tunicamycin response | 0.23% of 360,000 active | AID 588692;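 active = mean luciferase reporter signal, scaled so untreated is 0 and the glycosylation-blocking control 100, at or above a set limit in every replicate; inconclusive = mean reaches the limit but not every replicate does; inactive = mean below the limit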;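 note: luciferase carries N-glycosylation sites so blocking glycosylation raises the light; 0% = median of neutral control wells and 100% = median of 100 nM tunicamycin wells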
ABCB6 inh 2 = inhibitors of human ABC transporter ABCB6 | fluorescence ratio to DMSO, % at 10 µM | K562-ABCB6 porphyrin accumulation, flow cytometry, 1 h; active compounds read low | AID 602162 | Q9NP58 | 0.19% of 360,000 active;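 active = fluorescence ratio to DMSO below 75%, the collection mean minus 3 SD; inconclusive = too few cells collected in the well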;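 note: signal is porphyrin accumulated inside mitochondria; 100% equals median channel fluorescence of DMSO control wells; lower ratio means ABCB6 inhibition with less porphyrin fluorescence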
Target sequence (Q9NP58 whole entry, looked up): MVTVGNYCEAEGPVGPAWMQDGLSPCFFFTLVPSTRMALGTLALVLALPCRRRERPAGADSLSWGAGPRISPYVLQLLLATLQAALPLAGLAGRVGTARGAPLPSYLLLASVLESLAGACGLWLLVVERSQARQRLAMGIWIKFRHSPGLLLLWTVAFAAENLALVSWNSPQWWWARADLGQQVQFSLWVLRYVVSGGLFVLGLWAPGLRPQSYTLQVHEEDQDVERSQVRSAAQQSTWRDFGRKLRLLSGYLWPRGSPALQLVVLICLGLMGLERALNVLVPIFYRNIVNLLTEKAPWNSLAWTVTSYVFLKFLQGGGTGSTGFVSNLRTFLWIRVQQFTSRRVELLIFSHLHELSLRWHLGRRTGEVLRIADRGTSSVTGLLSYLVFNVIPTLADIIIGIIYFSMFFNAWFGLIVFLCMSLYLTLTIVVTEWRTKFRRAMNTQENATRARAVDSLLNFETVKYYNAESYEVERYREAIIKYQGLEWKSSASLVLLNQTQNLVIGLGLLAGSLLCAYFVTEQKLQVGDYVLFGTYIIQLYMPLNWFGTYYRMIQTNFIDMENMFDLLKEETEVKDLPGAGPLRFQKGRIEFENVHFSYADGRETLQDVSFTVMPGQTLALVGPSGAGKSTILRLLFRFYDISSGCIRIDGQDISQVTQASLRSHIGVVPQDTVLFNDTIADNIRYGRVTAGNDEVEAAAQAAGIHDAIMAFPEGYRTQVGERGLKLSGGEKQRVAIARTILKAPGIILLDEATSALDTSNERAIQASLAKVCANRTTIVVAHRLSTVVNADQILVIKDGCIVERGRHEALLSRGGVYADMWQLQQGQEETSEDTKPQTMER
Granule exo inh = blocks lytic granule exocytosis | TALL-104 LAMP-1 surface exposure, flow cytometry; cells stimulated with thapsigargin and PMA | inhibition, % at 10 µM | 0.66% of 360,000 active | AID 651702;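 active = inhibition above about 55%, limit read from the data; inconclusive = no clear call, values can overlap the other calls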
ABHD5 PLIN5 PPI = blocks binding of human ABHD5 to perilipin-5. Q00G26+Q8WTS1. 0.78% of 360,000 active. Split G. princeps luciferase complementation, luminescence, 4 h. inhibition, % at 4 µM;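 active = inhibition above the mean inhibition across every tested compound plus 3 SD, cut at about 22% in these data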;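 note: 0% = DMSO only wells and the 100% control is not disclosed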
PDI turbidity = PDI (human) enzyme inhibition; P07237; PDI insulin aggregation turbidity, A650, 90 min; inhibition, % at 10 µM; 0.052% of 350,000 active; AID 588391;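 active = mean inhibition across replicates of 30% or more, whatever share of single replicates reach that level; inconclusive = mean inhibition below 30% while every single replicate reaches 30%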;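 note: absorbance from insulin aggregation driven by PDI reduction with DTT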
m5-HT2A agonist = agonists of mouse serotonin 5-HT2A receptor (HTR2A). P35363. CHO-K1 mHTR2A beta-arrestin complementation, luminescence; percent of 30 µM serotonin response. activation, % at 7.6 µM. 0.66% of 360,000 active. AID 624169;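 active = activation above a run cutoff, the mean activation of all tested compounds plus 3 SD, cut at about 14% in these data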;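 note: 0% = plate median of compound wells and 100% = 30 µM serotonin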
MC4R ag barr = activates human MC4R beta-arrestin recruitment | U2OS MC4R beta-arrestin complementation, luminescence; percent of melanotan II response, DMSO zero | 0.98% of 360,000 active | activation, % at 8.9 µM | P32245;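 active = activation above a per-plate cutoff, the mean activation of sample wells on that plate plus 3 SD, cut at about 8% in these data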
MC4R antagonist = human MC4R antagonism in cAMP assay; P32245; MC4R-expressing cells, MTII-stimulated cAMP, LANCE TR-FRET; 0.48% of 360,000 active; inhibition, % at 6.5 µM;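 active = inhibition above its plate's cutoff, the mean of tested wells on that plate plus 3 SD, cut at about 29% in these data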;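 note: 0% = Melanotan II alone and 100% = Melanotan II plus saturating MCL0020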
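System – human MC4R-expressing U2OS cells · Also added – Melanotan II · Dosing – one concentration, 6.5 µM nominal · Timing – 30-min compound, 1-h challenge, 1-h detection, room temperature · Measured by – Eu-cAMP/anti-cAMP TR-FRET, emission 671 nm · Replicates – singlicate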
CaV13 FRET inh = Primary screen for inhibitors of IQ motif and Ca2+-dependent inactivation inhibitor domain binding in CACNA1D, Förster resonance energy transfer in living cells, …. 0.098% of 340,000 active. inhibition, % at 12.3 µM. HEK cells, CFP/YFP FRET ICDI-IQ, plate reader, 10 min; percent FRET-ratio fall versus neutral wells. AID 743397;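 active = mean replicate inhibition of at least 30% and at least 1% of replicates passing that level; inconclusive = only one of the two criteria is met; inactive = neither criterion is met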;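 note: 0% = median of the neutral control wells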
Cardio protect = modulators protecting cardiomyocytes from myocardial damage | H9c2 cardiomyocytes, H2O2 injury protection, ATPLite, 2 h | protection from H2O2 cell death, % at 20 µM | 0.63% of 360,000 active | AID 588492;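 active = compounds giving at least 50% protection of heart cells from peroxide-induced death in the single-dose screen, raw or plate-pattern-corrected value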;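 note: 0% = DMSO wells with peroxide and 100% = DMSO wells without peroxide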
* = called active by the depositor; ? = inconclusive; / = no result given.

SMILES	Glyco luc inh	ABCB6 inh 2	Granule exo inh	ABHD5 PLIN5 PPI	PDI turbidity	m5-HT2A agonist	MC4R ag barr	MC4R antagonist	CaV13 FRET inh	Cardio protect
CC1(C)c2[nH]c3ccccc3c2C[C@@H]2C(=O)N(Cc3ccc(F)cc3)C(=O)N21	-3	88	30	9	17	-1	0.3	19	-5	20
COc1ccc(C(=O)N2CCCC(Nc3ccc(C)c(C)c3)C2)c(OC)n1 (centres undefined)	0	100	7	3	-7	10	-2.9	20	-10	7
Cc1cccc(C)c1NC(=O)CNC(=O)c1cnccn1	1	101	6	5	15	-1	-2.6	3	-10	-4
CCc1ccc(NC(=S)N(CCN2CCCCC2)Cc2ccco2)cc1	1	98	-1	-10	6	-4	-1.6	-3	-5	-5
Cc1occc1-c1nnc(SCC(=O)NCc2cccs2)n1-c1ccc(F)cc1	-3	90	-1	2	1	-1	-0.9	6	/	6
CCOC(=O)CCCn1ccc2cc(S(=O)(=O)N3CCCC3)ccc21	1	99	-14	-5	-4	3	-0.2	-3	-2	-5
O=C1N=c2ccccc2=C1c1sc(=S)n(CC2CCCO2)c1O (centres undefined)	-3	110	-1	1	1	1	3.7	4	/	-6
CCn1cc([N+](=O)[O-])c(C(=O)N2N=C(c3ccc(O)c(OC)c3)CC2c2ccccc2O)n1 (centres undefined)	6	96	7	5	1	0	-0.9	4	-2	2
COc1ccccc1NS(=O)(=O)c1ccc2c(c1)n(C)c(=O)n2C	8	93	1	3	0	5	0.2	-2	-8	-6
Cc1cccc(NC(=O)N2CCN(Cc3ccccc3)CC2)c1	-1	92	-1	2	-8	-3	-0.1	0	-4	3
COc1cc(C(=O)NC2CC2)cc(OC)c1OC	/	90	-6	10	/	-5	/	/	-12	/
NC(=O)CSc1nnnn1-c1cccc(Cl)c1	4	99	-1	-1	0	0	-1.6	6	-3	-5
Cn1cc(SCC(=O)NCc2ccc(F)cc2)c2ccccc21	0	103	1	2	4	-3	-1.0	0	2	0
COCCn1nnnc1C(c1cc2ccc(OC)cc2[nH]c1=O)N1CCc2ccccc2C1 (centres undefined)	5	107	5	-43	5	-2	0.1	-3	-5	23
Nc1nc(=S)c2ncn(C3CCCC3)c2[nH]1	1	99	-5	-4	11	-6	-0.7	14	-3	2
CC1(C(=O)NS(=O)(=O)c2ccccc2)CCN1C(=O)Cc1ccc(-c2ccccc2)cc1 (centres undefined)	1	96	5	-13	1	5	-1.1	8	-6	2
CCC(CO)Nc1ncc([N+](=O)[O-])cc1C#N (centres undefined)	1	103	24	3	5	3	3.9	15	-2	8
CC1CCCCN1C(=O)c1cc(-c2ccc3c(c2)OCO3)on1 (centres undefined)	-11	100	-2	-2	6	0	0.0	3	-2	-2
CCOCCCNC(=O)c1c(-c2ccccc2)noc1C	1	89	0	0	-6	2	2.2	-2	-5	6
CCCCn1c(N)c(N(CCOC)C(=O)c2cc(-c3ccncc3)nc3ccccc23)c(=O)[nH]c1=O	-1	97	-1	-2	-9	12	-3.2	-6	-7	3

Limited to MC4R ag barr, ABCB6 inh 2 and MC4R antagonist, for two of the compounds above:
compound,MC4R ag barr,ABCB6 inh 2,MC4R antagonist
COc1ccc(C(=O)N2CCCC(Nc3ccc(C)c(C)c3)C2)c(OC)n1 (centres undefined),-2.9,100,20
CCC(CO)Nc1ncc([N+](=O)[O-])cc1C#N (centres undefined),3.9,103,15

The results go on.
SMILES	Glyco luc inh	ABCB6 inh 2	Granule exo inh	ABHD5 PLIN5 PPI	PDI turbidity	m5-HT2A agonist	MC4R ag barr	MC4R antagonist	CaV13 FRET inh	Cardio protect
CNC(=O)CSc1nnc(-c2ccc3c(c2)OCO3)n1C	3	99	-1	-1	-11	0	-0.8	6	9	-5
CC(C)(C)NC(=O)NC(=O)COC(=O)c1cccc(F)c1	1	107	-6	1	5	-3	-3.1	14	-3	-2
O=C(Cc1ccccc1)N1CCCC(c2nc(-c3cccs3)no2)C1 (centres undefined)	-1	89	-1	-5	-1	-2	-0.4	-1	/	0
COc1cc(C=O)c(Br)cc1OC1CCCC1	0	91	2	-2	-6	3	-0.7	-3	/	-5
Cc1ccc(-c2ccc(/C=N/NC(=O)CN3CCCC3)o2)cc1Cl	-7	96	-3	17	-6	4	2.0	5	-6	4
CC(C)C(NC(=O)CNC(=O)OC(C)(C)C)C(=O)NCc1ccccc1 (centres undefined)	2	99	-2	6	-2	5	1.8	8	-4	-1
O=C(CNC(=O)c1ccc(S(=O)(=O)N2CCCC2)cc1)N/N=C/c1ccc(F)cc1	2	102	-5	-8	9	-2	-0.2	8	1	1
CCc1ccc(C2=NN(C(C)=O)C(c3ccco3)C2)cc1 (centres undefined)	-1	95	-4	1	-2	1	-1.6	25	1	-1
CCOC(=O)c1[nH]c(C)c(C(=O)Nc2ccccc2F)c1C	21	99	3	0	-10	0	1.1	10	-8	1
COc1ccccc1NS(=O)(=O)c1cc(NC(=O)Nc2ccc(Cl)cc2Cl)ccc1N1CCCCC1	-14	101	-2	-5	-12	-6	-2.1	6	-5	-8
C[C@H](NC(=O)C1CCN(S(=O)(=O)c2ccccc2)CC1)C(=O)NCc1ccncc1	2	91	-2	4	-10	1	-1.5	0	-11	-2
COc1ccc(N2CCOCC2)c(NC(=O)c2ccco2)c1	3	97	-8	7	-4	2	1.9	-2	-3	7
N#Cc1c(N2CCOCC2)nc(N)c2c(N)nc3c(c12)CC(CCl)O3 (centres undefined)	1	102	4	1	1	2	-0.9	13	-4	1
O=C(Nc1ccc([N+](=O)[O-])cn1)c1ccc2c(c1)OCO2	0	99	-2	5	-7	4	-2.5	11	-5	5
COc1ccc(Cc2nnc(NC(=O)c3cc(OC)cc(OC)c3)s2)cc1	0	102	7	-5	10	7	0.8	-3	-20	2
COc1cc([N+](=O)[O-])ccc1NC(=O)c1cccc(NC(=O)C(C)C)c1	-2	97	0	-2	1	-4	-3.2	12	-3	2
CCOc1c(Cl)cc(CNCc2ccccn2)cc1OC	-1	97	-2	4	-1	-2	0.2	2	-2	1
Cc1cc(C(C)(C)C)ccc1OCCn1ccnc1	-2	95	2	-4	-5	-1	0.3	6	-2	-24
Cc1cc2ncc(S(=O)(=O)c3ccccc3)c(N)n2n1	2	89	-4	7	0	-1	0.5	2	-3	2
O=C(O)CN1C(=O)/C(=C\c2cn(-c3ccccc3)nc2-c2ccccc2)SC1=S	2	101	2	-11	-2	7	-1.9	2	/	2
COc1ccc(-c2oc(/N=C/N3CCCC3)c(C#N)c2-c2ccc(OC)cc2)cc1	0	98	4	-1	2	-5	-3.2	-2	-1	-9
O=[N+]([O-])c1cccc(/C=N\N2CCN(c3ccc(Cl)cc3)CC2)c1	-1	98	3	2	-2	-1	2.0	8	/	-2
N#CCSc1nnc(C2CCCCC2)n1-c1ccccc1	-2	101	1	4	3	4	-1.0	6	-6	2
COc1cccc(OCC(O)CN2C(C)CCCC2C)c1 (centres undefined)	2	102	-3	7	-3	4	1.9	-4	/	-8
CCOC(=O)c1ccc(NC(=O)N2CCN(S(C)(=O)=O)CC2)cc1	1	100	-6	11	-6	4	0.2	-7	-4	5
COc1ccc(N2CC(C(=O)NCc3cccnc3)CC2=O)cc1 (centres undefined)	0	98	0	1	3	-5	-0.9	-1	/	-2
O=C(CSc1nc2cc(Cl)c(Cl)cc2[nH]1)c1ccc2c(c1)OCO2	0	92	-1	-1	12	-1	7.3	-6	-3	-3
CC(C)CCN1NC2(CCCC(C)C2)NC1=S (centres undefined)	-1	102	-7	-8	0	3	-1.1	13	-4	-1
Cc1cc(C(=O)Cn2nnc3ccccc3c2=O)c(C)n1Cc1cccs1	-18	92	0	14	6	2	0.6	5	-6	-17
Fc1cccc(Cc2noc(CN3CCSCC3)n2)c1	-1	99	-2	1	-3	-2	-0.1	18	9	-1
COc1ccc(/C=C2\SC(=NCc3ccccc3)N(Cc3ccccc3)C2=O)cc1OC	-3	95	-1	8	-1	0	-1.2	-2	-5	0
COc1ccc(CCNC(=O)c2cnc3scc(C)n3c2=O)cc1OC	1	100	-2	-4	7	-2	-1.2	4	-6	14
Cc1ccc(-c2[nH][nH]c(=O)c(=O)c2N=Nc2ccccc2)cc1	1	97	-2	-1	1	1	-2.9	-3	-16	-1
O=C1CNC(=S)N1C(CO)c1ccccc1 (centres undefined)	1	95	4	-5	-9	6	-0.7	2	-5	-2
CC(C)(C)c1cc(NC(=O)c2ccco2)no1	-9	92	-14	-5	8	-3	-4.8	5	/	-13
O=C(CCN=C1NS(=O)(=O)c2ccccc21)OCC(=O)c1ccc(F)cc1	1	91	2	-3	-6	0	0.9	10	-7	0
O=C1c2ccccc2S(=O)N1c1cccc(F)c1 (centres undefined)	0	101	4	3	-2	0	0.1	-6	-4	2
COc1ccc(C2C(C(=O)NCc3ccccc3)=C(C)Nc3ncnn32)cc1OC (centres undefined)	-2	106	0	-4	-5	-5	-1.6	17	/	28
CC(=O)c1c(C)[nH]c(C(=O)OCC(=O)Nc2cc(S(=O)(=O)N3CCCCC3)ccc2C)c1C	2	99	0	1	1	-1	-5.2	5	-3	1
CC(C)N(CCCNC(=O)Cn1c(=O)c2cccn2c2ccccc21)Cc1ccccc1	-1	97	-14	-2	-4	6	1.2	6	-2	17
COc1cc(/C=C2\SC(=S)N(NC(=O)c3ccncc3)C2=O)ccc1O	-1	192	16	3	?	-3	-1.3	-11	-24	5
COc1ccc(NC(=O)C2(C)CCN2Cc2csc3ccccc23)cc1OC (centres undefined)	-5	99	-4	3	13	-7	-1.7	-5	-7	6
Cc1ccc(C)c(-c2csc(Nc3ncccn3)n2)c1	-1	101	-1	-3	-1	5	-1.0	11	-1	-5
Cc1cc(=O)oc2c(CN3CC(C)OC(C)C3)c(O)c(Cl)cc12 (centres undefined)	2	96	1	4	3	2	-1.4	2	-4	4
CCCCN(C=O)c1c(CC)nc2c(OCc3ccc(Cl)cc3)cccn12	-2	90	14	6	0	-5	-2.1	6	-5	-5
FC(F)(F)c1ccccc1NC(=S)N1CCc2ccccc2C1	-1	98	0	-3	-4	-1	-0.8	6	1	10
CC1CC2(CC(C)(C(=O)CSc3n[nH]c(-c4ccccc4Cl)n3)OC2=O)C(=O)O1 (centres undefined)	2	99	-2	2	-3	3	-0.7	14	-6	18
COc1ccccc1N(C)S(=O)(=O)c1ccc(C(=O)N(C)Cc2cccc(OC)c2OC)cc1	-1	101	11	-7	2	3	0.7	10	-12	1
Cc1c(C(=O)N2CCCC2)sc(NC(=O)c2cccs2)c1C#N	4	94	-2	1	-1	1	-1.0	7	-8	1
CCn1c(C)[n+](CC(O)COCC2CC=CCC2)c2ccccc21 (centres undefined)	3	99	1	-13	3	-4	1.1	19	-5	-3

Rows were taken by chance; 4.2% or so of the library scored in one or more.
